Ins promoter up – insulin promoter activators in MIN6 cells, imaging, high-content screening, mouse beta cells; MIN6 insulin promoter-GFP reporter; hits give high values; z-score at 5 µM; hit rate 0.3% among 190,000; AID 1625, 2009;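 active = z-score above 3 at 5 µM with at least 500 cells counted in the well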
P. falciparum M17LAP – P. falciparum M17LAP inhibitors, primary screen, biochemical, fluorogenic H-Leu-NHMec substrate, 1536-well (AID 1619). inhibition, % at 30 µM; hits with a dose series show IC50 in µM. Leucine aminopeptidase (Plasmodium falciparum (isolate 3D7)). recombinant M17LAP, H-Leu-NHMec fluorogenic kinetic assay; higher % means a stronger effect. hit rate 0.38% among 220,000;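 active = compound inhibiting the enzyme by more than half at any dose during confirmatory dose-response retesting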;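 also: plate controls were full reaction with DMSO carrier for no effect and no enzyme background for full effect; strong numbers were not always called active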
UTI89 phage lysis – inhibition of K1F phage lysis, E. coli UTI89, bacterial capsule biogenesis inhibitors, alamar blue (AID 488966). E. coli UTI89 K1F phage lysis, alamar blue, 2 h; higher % means a stronger effect. one-dose inhibition, % at 100 µM; IC50 in µM for titrated hits. hit rate 0.02% among 340,000;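 active = phage lysis inhibition, versus mean bacterial control, above a set limit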;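 also: capsule biogenesis inhibitors block K1F phage lysis so surviving cells raise fluorescence; higher fluorescence means more inhibition of phage lysis; actives were called in the ten point dose series up to 300 µM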
MT stabilizer – microtubule stabilizers in HeLa cells, primary screen, imaging, high-content imaging; HeLa tubulin immunostaining HCS, 24 h; share of cells brighter than vehicle mean+2SD; % tubulin-high responders, % at 10 µM; hit rate 0.83% among 200,000;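 active = plate Z-score above 3 for both tubulin-high and condensed-nucleus cell shares, with cell loss under 80%, at 10 µM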;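 also: anti alpha tubulin signal scored within the nucleus-defined area of each cell; some results filed as inactive read as strong as hits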
CSM14.1 death rescue – rescue of cells from ER stress-induced death, primary screen, 384-well, CSM14.1, thapsigargin, ATP luminescence (AID 1222) | one-dose cellular ATP content (survival), % at 20 µM; EC50 in µM for titrated hits | 190,000 tested, under 10 active | CSM14.1 thapsigargin-induced death rescue, ATP luminescence; higher % means a stronger effect;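 active = EC50 below 50 µM in the dose-response confirmation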;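 also: death triggered by thapsigargin at about 15 µM added after 2 h compound pretreatment; cell ATP read after overnight thapsigargin exposure of roughly 18 to 22 hours; normalized against plate controls of thapsigargin alone and 5% DMSO vehicle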
Dynein cargo inh – inhibitors of GR-EGFP nuclear translocation, primary screen, dynein cargo transport inhibitor project, imaging, high-content, 3617.4 mouse cells; test concentration mostly 20 µM; stimulated with dexamethasone, 1 µM; hits give low values; z-score, hits read low; hit rate 0.47% among 220,000; AID 1381, 2008;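 active = plate z-score of nuclear minus cytoplasmic receptor signal below a set negative limit, without overly bright fluorescence or cell loss, cut at about -3.5 in these data, passing the limit was not always enough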;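 also: z-score of nuclear minus cytoplasmic ring GR-EGFP intensity difference per well; some compounds called inactive have numbers as strong as hits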
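Also added: dexamethasone, 1.0 µM final. Medium: tet-free, stripped-serum medium. Detection: fixed, Hoechst-stained cells imaged at 10x for EGFP. Read-out: nuclear-to-cytoplasmic GR-EGFP distribution per well. Times: induction 48 h, compound 1 h, agonist 30 min.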
bCat nuc transl – modulators of beta-catenin nuclear translocation, primary screen, imaging, HeLa cells, immunofluorescence, high-content; nuclear translocation activity, % at 5 µM; hit rate 0.3% among 190,000;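 active = nuclear translocation activity above 50% at 5 µM, with a well cell count of 50 or more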;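 also: per-cell ratio of nuclear to cytoplasmic median beta-catenin stain intensity; plate controls were DMSO negative control for no effect and GSK-3 inhibitor IX positive control for full effect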
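Technique: fluorescence imaging of beta-catenin antibody stain plus DAPI / Material: human HeLa cell line / Incubation: compound treatment 24 h, 37°C, 5% CO2 / Read-out basis: % activation of per-cell nuclear versus cytoplasmic median beta-catenin signal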
Autophagy mod – autophagy modulators in MEF cells, primary screen, imaging, high-content, MEF GFP-LC3 | hit rate 0.98% among 190,000 | calls only at 10 µM (by protocol) | MEF GFP-LC3 puncta imaging; test concentration mostly 10 µM;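 active = percentage of spot-positive cells more than 3 SD above its plate mean, without a fluorescence outlier flag or 80% toxicity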;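 also: spot-positive cell cutoff set from DMSO-treated cells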
M1AAP inhibition – P. falciparum M1AAP inhibitors, biochemical, fluorogenic H-Leu-NHMec substrate, 1536-well (AID 1445) | Aminopeptidase N (Plasmodium falciparum (isolate 3D7)) | recombinant M1AAP, H-Leu-NHMec fluorogenic kinetic assay; higher % means a stronger effect | inhibition, % at 30 µM; hits with a dose series show IC50 in µM | hit rate 0.42% among 220,000;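 active = primary inhibition above the hit cutoff, then over 50% inhibition at one or more dose response concentrations, cut at about 23% in these data, passing the limit was not always enough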;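 also: plate controls were DMSO full reaction for no effect and no enzyme background for full effect; strong numbers were not always called active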
Dynein cargo inh cytoplasmic EGFP – second read-out of Dynein cargo inh, no call of its own (marks repeat the call); z-score; measured here: cytoplasmic GR-EGFP intensity; hits give high values
Dynein cargo inh nuclear GR-EGFP – also measured in Dynein cargo inh; calls as there; z-score; measured here: nuclear GR-EGFP intensity;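 lower value marks the stronger effect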
Dynein cargo inh cell count – second read-out of Dynein cargo inh, no call of its own (marks repeat the call); z-score; measured here: cell count per field
Ins promoter up cell count – also measured in Ins promoter up; calls as there; cell count; measured here: cytotoxicity, nuclei count;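 total cells summed across four imaged fields per well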
bCat nuc transl cell count 5 µM – recorded beside bCat nuc transl, whose call it bears; cell count; measured here: cell count, cytotoxicity flag
MT stabilizer Hoechst-high % – also measured in MT stabilizer; calls as there; % Hoechst-high responders; measured here: nuclear condensation Hoechst responders;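 share of cells brighter than vehicle mean plus two SD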
MT stabilizer cytotoxicity % – recorded beside MT stabilizer, whose call it bears; toxicity, %; measured here: cytotoxicity by cell density;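 0% = mean cell density of plate MIN control wells and 100% = no cells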
Autophagy mod cell loss 18 h – also measured in Autophagy mod; calls as there; toxicity, %; measured here: cell loss, nuclei count;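 cell loss after 18 h compound exposure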
Numbers without * were called inactive; i = inactive; x = not tested or not shown; + = active, no number; [ ] = another dose, or the depositor's remark.

structure	Ins promoter up	Ins promoter up cell count	P. falciparum M17LAP	UTI89 phage lysis	MT stabilizer	MT stabilizer Hoechst-high %	MT stabilizer cytotoxicity %	CSM14.1 death rescue	Dynein cargo inh	Dynein cargo inh cytoplasmic EGFP	Dynein cargo inh nuclear GR-EGFP	Dynein cargo inh cell count	bCat nuc transl	bCat nuc transl cell count 5 µM	Autophagy mod	Autophagy mod cell loss 18 h	M1AAP inhibition
CC(CCc1ccccc1)NC(=O)c1nnc(Cc2ccc(Cl)cc2)o1 (stereo unspecified)	-0.46	1912	7%	-2.9%	6.2	1.0	8.0	-1.5%	-0.52	-0.19	-0.24	0.36	-3.9	1139	x	x	-1%
CCOc1cc(S(=O)(=O)N2CCC(Cc3ccccc3)CC2)c(OCC)cc1-n1cnnn1	x	x	-6%	0.4%	2.5	2.8	7.4	-2.9%	1.1	-0.12	1	-0.21	-7.8	1163	i	17	0%
O=C(CCS(=O)(=O)c1cccs1)Nc1ccc(C(=O)NCc2ccc(F)cc2)cc1	x	x	-1%	0.4%	1.0	1.7	9.1	-1.4%	-0.59	-0.24	-0.28	0.37	-2.1	1062	i	0	0%
O=C(NN1c2ccccc2CCc2ccccc21)c1ccccc1Br	-0.37	1516	0%	0.4%	2.3	1.2	4.4	1.6%	0.27	-0.22	0.52	0.14	0.9	1412	i	-30	3%
CCOC(=O)c1c(C)[nH]c(C)c1C(=O)COC(=O)c1c(OC)cccc1OC	0.73	1115	18%	-2.2%	2.8	2.3	4.6	-1.0%	-0.62	-0.31	-0.56	0.26	-0.4	568	i	-2	7%
O=C(CSc1ncccc1C(=O)O)NC1CCCCCCC1	-0.09	1089	1%	-0.1%	x	x	x	x	0.34	-0.23	0.25	0.12	0.7	1234	x	x	1%
COC(=O)CSc1[nH]c2ccccc2c1[N+](=O)[O-]	-0.12	996	x	0.3%	x	x	x	x	-0.98	-0.8	-0.75	0.63	-0.6	1299	x	x	x
COc1cc(NC(=O)CN2C(=O)C(c3ccccc3)=NC2(C)C)cc(OC)c1	0.87	1067	4%	6.5%	6.6	2.1	10	1.8%	-0.31	-0.36	0.091	-0.2	-0.1	1062	i	-2	4%
COc1ccc([N+](=O)[O-])cc1COc1ccc2c(-c3ccccc3)cc(=O)oc2c1	0	1545	-2%	-0.2%[50 µM]	5.8	2.0	4.5	-0.7%	-0.21	-0.14	-0.29	0.14	2.4	1351	i	1	2%
NC(=O)c1ccc(N=Nc2c(-c3ccccc3)[nH]n(-c3ccccc3)c2=O)cc1	-0.87	1276	-2%	x	4.2	2.7	6.5	-1.0%	0.31	-0.39	0.21	0.08	-2.0	1113	i	37	-4%
COCCn1c(=O)[nH]c2cc(C(=O)NCc3ccccc3)ccc2c1=O	x	x	-9%	1.5%	1.5	1.4	7.1	-3.4%	-0.79	-0.052	-0.097	0.4	-4.7	1125	i	-21	15%
O=S1(=O)C=C(Sc2nc3ccccc3s2)c2ccccc21	-0.19	1197	-5%	x	3.3	3.7	5.0	-3.0%	-4.1*	1.4*	-2.6*	0.71*	6.3	609	+	69*	1%

Carrying on.
structure	Ins promoter up	Ins promoter up cell count	P. falciparum M17LAP	UTI89 phage lysis	MT stabilizer	MT stabilizer Hoechst-high %	MT stabilizer cytotoxicity %	CSM14.1 death rescue	Dynein cargo inh	Dynein cargo inh cytoplasmic EGFP	Dynein cargo inh nuclear GR-EGFP	Dynein cargo inh cell count	bCat nuc transl	bCat nuc transl cell count 5 µM	Autophagy mod	Autophagy mod cell loss 18 h	M1AAP inhibition
O=C(c1ccc(Cl)cc1)c1cnc(-c2ccccc2)s1	x	x	-4%	0.0%	1.3	1.6	6.0	-2.7%	-0.91	0.093	-0.16	0.55	x	x	i	17	2%
Nc1cc(S(=O)(=O)Nc2ccccc2Cl)ccc1N1CCOCC1	x	x	8%	1.9%[50 µM]	1.1	2.4	7.0	-1.3%	-0.91	-0.32	-0.19	0.52	-0.3	1093	i	17	-1%
COc1ccc(-c2nc(C(F)(F)F)c(OC)o2)cc1OC	-0.02	1309	-10%	3.2%	3.8	2.5	6.9	-5.0%	0.39	0.081	0.48	-0.59	x	x	i	-7	1%
Clc1ccc(OCc2nnc(SCc3nnc(-c4ccccc4)o3)o2)c(Cl)c1	1.1	1040	5%	0.4%	1.7	2.0	12	-0.1%	-0.061	-0.0049	0.02	0.35	7.2	530	i	-1	13%
COc1cc(C(=O)NCc2ccncc2)cc(OC)c1OC	0.33	1591	x	1.8%	0.8	0.8	2.5	-1.5%	-0.11	-0.21	0.45	0.26	-1.7	981	i	8	x
Cc1c(NC(=S)N/N=C/C=C/c2ccccc2)c(=O)n(-c2ccccc2)n1C	0.11	1460	6%	-1.4%	x	x	x	x	0.72	0.046	0.39	-0.95	-4.0	1103	x	x	16%
COC(=O)CN1C(=S)N(c2ccc(F)cc2)C(=O)C1CC(=O)Nc1ccc(OC)cc1 (stereo unspecified)	0.29	1031	0%	0.4%	x	x	x	x	-0.11	-0.19	0.26	-0.62	0.0	1359	x	x	8%
Cc1cccc(NC(=O)Cn2c(=O)n(Cc3ccccc3)c(=O)c3c(C)c(C)sc32)c1	-0.2	1323	-10%	1.1%[50 µM]	1.7	3.7	8.1	-1.3%	-0.47	-0.34	-0.37	0.58	-3.0	1095	i	-5	2%
Cn1c(=O)n(C)c2cc(S(=O)(=O)NCC(=O)O)ccc21	0.42	1678	1%	0.1%	4.4	1.9	3.1	0.1%	0.16	-0.32	-0.17	-0.13	1.6	973	i	8	-7%
CCNC(=S)NS(=O)(=O)c1ccc(F)cc1	1.3	1480	-3%	-1.4%	1.4	1.6	4.8	-3.1%	0.14	-0.29	0.17	0.39	-3.3	1061	i	17	3%
CN(C)CCN(Cc1cc2cc3c(cc2[nH]c1=O)OCO3)C(=S)NCc1ccco1	-0.1	1453	4%	-0.3%	6.1	2.5	9.0	-0.8%	0.57	-0.26	0.087	-0.71	1.3	1088	i	3	8%
CC(CN1CCCC1)C(=O)NN (stereo unspecified)	0.11	1248	-4%	-0.1%	2.1	1.5	1.7	0.0%	-0.41	4.5	0.64	-0.019	-0.6	1133	i	-4	-3%

Next records.
structure	Ins promoter up	Ins promoter up cell count	P. falciparum M17LAP	UTI89 phage lysis	MT stabilizer	MT stabilizer Hoechst-high %	MT stabilizer cytotoxicity %	CSM14.1 death rescue	Dynein cargo inh	Dynein cargo inh cytoplasmic EGFP	Dynein cargo inh nuclear GR-EGFP	Dynein cargo inh cell count	bCat nuc transl	bCat nuc transl cell count 5 µM	Autophagy mod	Autophagy mod cell loss 18 h	M1AAP inhibition
COc1ccc(CCNC(=O)C2CC3Cn4c(nc5cc(C)c(C)cc54)C3N2C)cc1 (stereo unspecified)	-0.1	992	-4%	-1.1%	x	x	x	x	-0.33	-0.81	-0.12	0.47	0.2	1341	x	x	3%
Cc1ccc(N(C(=O)Cn2nnc3ccccc32)C(C(=O)NCc2ccco2)c2ccc(C)o2)cc1 (stereo unspecified)	-0.02	1196	13%	0.5%	2.3	3.1	11	0.8%	-0.093	-0.18	0.73	0.19	-3.6	1157	i	-14	8%
O=C1OCC2=C1C(c1ccc(F)cc1)CC(=O)N2c1ccc(F)cc1 (stereo unspecified)	-0.08	1347	-6%	0.1%	2.3	1.9	6.9	2.7%	-0.4	-0.19	-0.17	0.8	3.0	1067	i	14	5%
COc1ccc(C(=O)N2CCC(C(=O)Nc3ccc(C)cc3)CC2)cc1	0.25	1282	8%	-2.5%	2.4	1.8	3.5	-1.7%	-0.21	0.6	0.17	0.19	x	x	i	2	-8%
O=C(Cn1cc2c(n1)CCCCC2)NCCN1CCOCC1	x	x	4%	-0.7%	2.5	1.1	0.2	x	-0.084	-0.18	0.066	0.45	-0.5	1068	i	-2	0%
COc1ccc(NC(=O)ON=C2c3ccccc3-c3ccccc32)cc1	0.23	1394	-8%	-0.1%	3.9	2.0	2.6	-1.6%	-0.17	-0.018	0.66	0.14	-0.7	1415	i	22	-8%
Cc1ccc(C(CC(=O)NCc2ccco2)c2ccc(OC(C)C)cc2)cc1 (stereo unspecified)	x	x	x	-0.1%	2.2	1.8	5.8	x	2.3	-0.18	2	-0.44	x	x	i	-31	x
COc1ccc(C2C(C(=O)NCC3CCCO3)c3cc(OC)c(OC)cc3C(=O)N2C)cc1OC (stereo unspecified)	0.5	1937	3%	0.5%	4.4	1.6	4.9	-2.1%	-0.48	-0.28	0.41	0.24	-1.8	1103	i	-5	1%
